TNAP inh hiacc – human TNAP enzyme inhibitors, primary screen, biochemical, luminescent, high phosphate acceptor level, uHTS; Alkaline phosphatase, tissue-nonspecific isozyme (Homo sapiens), P05186; purified TNAP, CDP-star luminescence, 1 M DEA; inhibition, % at 20 µM; hit rate 0.03% among 200,000; AID 1135, 2008;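 active = over 50% inhibition of tissue-nonspecific alkaline phosphatase at 20 µM in the single-dose screen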;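 also: plate controls were DMSO wells for no effect and EDTA-quenched wells as full inhibition for full effect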
Target sequence (P05186 whole entry, looked up): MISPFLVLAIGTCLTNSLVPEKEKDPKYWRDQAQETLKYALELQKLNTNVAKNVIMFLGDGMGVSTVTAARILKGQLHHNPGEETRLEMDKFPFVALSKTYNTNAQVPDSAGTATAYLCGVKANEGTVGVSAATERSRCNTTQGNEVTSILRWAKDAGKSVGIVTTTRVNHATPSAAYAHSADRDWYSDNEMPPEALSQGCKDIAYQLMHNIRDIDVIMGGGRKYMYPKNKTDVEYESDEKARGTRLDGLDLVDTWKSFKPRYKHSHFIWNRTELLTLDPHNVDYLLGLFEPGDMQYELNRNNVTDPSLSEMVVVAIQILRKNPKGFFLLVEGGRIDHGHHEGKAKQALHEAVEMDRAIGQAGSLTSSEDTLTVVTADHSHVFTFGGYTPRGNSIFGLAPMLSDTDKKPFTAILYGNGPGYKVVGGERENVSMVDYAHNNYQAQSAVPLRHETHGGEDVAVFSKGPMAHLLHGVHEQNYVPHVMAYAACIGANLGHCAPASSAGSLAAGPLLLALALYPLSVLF
bIAP act – bovine intestinal alkaline phosphatase activators, primary screen, biochemical, bovine IAP, CDP-star luminescence | alkaline phosphatase, intestinal [Bos taurus] | activation factor at 20 µM | hit rate 0.17% among 200,000 | purified bovine IAP, 30 min; hits give high values; fold of DMSO-control signal, blank-subtracted;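 active = activation factor of 2 or more at 20 µM, a signal rise over negative controls twice the positive control's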
Lmaj promast – Leishmania major promastigote growth inhibition, primary screen. Leishmania major promastigotes, resazurin fluorescence viability. inhibition, % at 10 µM. hit rate 9% among 200,000; in the data active = inhibition above about 50%;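 also: promastigotes grown with compound for 44 hours at 28 °C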
TNAP inh no acc – human TNAP enzyme inhibitors, primary screen, biochemical, luminescent, no phosphate acceptor, uHTS | purified TNAP, CDP-star luminescence, 30 min | inhibition, % at 20 µM | hit rate 0.26% among 200,000;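 active = tissue-nonspecific alkaline phosphatase inhibition above about 50% at 20 µM in the single-dose screen, limit read from the data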;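 also: 0% = DMSO negative control and 100% = EDTA positive control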
FLuc act counter – FLuc activators, initial screening, artefact control for FLuc-dependent activation tests, biochemical, ATPlite luminescence | 200,000 tested, under 10 active | activation factor at 10 µM | ATPlite luciferase biochemical, 10 min; 0 = ATP-free wells, 1 = DMSO control | Luciferin 4-monooxygenase (Photinus pyralis), P08659 | AID 1027, 2008;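 active = luciferase activation factor, scaled between plate controls, of at least 2 with compound at 10 µM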
Target sequence (P08659 whole entry, looked up): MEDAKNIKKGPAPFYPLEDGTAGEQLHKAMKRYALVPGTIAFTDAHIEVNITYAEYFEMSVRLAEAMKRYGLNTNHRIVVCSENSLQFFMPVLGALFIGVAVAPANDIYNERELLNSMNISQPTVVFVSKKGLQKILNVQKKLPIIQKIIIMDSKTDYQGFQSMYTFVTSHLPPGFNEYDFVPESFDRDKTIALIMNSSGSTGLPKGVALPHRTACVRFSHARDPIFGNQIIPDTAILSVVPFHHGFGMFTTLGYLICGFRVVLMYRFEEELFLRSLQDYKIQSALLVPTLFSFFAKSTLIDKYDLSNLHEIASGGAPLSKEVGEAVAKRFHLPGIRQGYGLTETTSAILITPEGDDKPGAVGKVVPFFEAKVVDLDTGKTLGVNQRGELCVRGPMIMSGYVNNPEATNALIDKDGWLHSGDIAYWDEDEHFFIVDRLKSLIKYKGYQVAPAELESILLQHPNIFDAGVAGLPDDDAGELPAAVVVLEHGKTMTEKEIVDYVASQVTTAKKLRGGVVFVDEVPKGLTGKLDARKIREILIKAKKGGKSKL
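Assay system: Luciferase/luciferin detection reagent, cell-free biochemical luciferase assay / Also added: ATP substrate / Schedule: 10 min at ambient temperature / Measured by: luminescence measurement of luciferase light output / Benchmarks: low control with PBS replacing ATP, high control enzyme plus ATP without compound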
RAM network inh – inhibitors of the yeast RAM network, primary screen, dse1pr::URA3 reporter, 5-FOA selection | S. cerevisiae dse1pr::URA3 reporter, 5-FOA growth OD615, 2 d; analog-sensitive cbk1-as2 kinase mutant strain | inhibition, % at 50 µM | hit rate 1.8% among 190,000;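 active = inhibition above a set limit, 3 SD over mean compound inhibition, cut at about 8.4% in these data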;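 also: 0% = DMSO-only wells with no growth and 100% = 10 µM 1-NA-PP1 full growth; inhibition rescues growth on 5-FOA so higher OD means more RAM inhibition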
FLuc inh counter – firefly luciferase enzyme inhibitors, primary screen, artefact control for luciferase-based inhibitor screens, biochemical, luminescence, ATPLite; Luciferin 4-monooxygenase (Photinus pyralis), P08659; inhibition, % at 10 µM; hit rate 1.5% among 200,000; 10 min;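 active = inhibition above about 50% when tested at 10 µM, limit read from the data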
APP transl inh – inhibitors of APP translation via 5'UTR reporter, primary screen, APP 5'UTR luciferase, SH-SY5Y cells | SH-SY5Y APP 5'UTR-luciferase reporter, luminescence | inhibition, % at 2 µM | AID 1285, 2008 | hit rate 0.82% among 190,000;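 active = inhibition above a set limit, derived from the sample mean plus 3 SD, cut at about 45% in these data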; also: values of inactives mirror those of a sister screen read the other way
TNAP act hi DEA – TNAP activators at high phosphate acceptor level, primary screen, biochemical, luminescence, uHTS; Alkaline phosphatase, tissue-nonspecific isozyme (Homo sapiens), P05186; purified TNAP, CDP-star luminescence, 1 M DEA, 30 min; hits give high values; 0 = EDTA background, 1 = DMSO-only activity; activation factor at 20 µM; 200,000 tested, under 10 active;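 active = activation factor at least 2 at 20 µM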
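Control set: EDTA negative control, DMSO positive control / Assay system: human TNAP / Quantity: TNAP 1/800 final / Evaluation: TNAP activation factor scaled between EDTA and DMSO control wells / Measured by: luminescent substrate turnover signal / Compound dosing: one dose, 20 µM / Times: 30 min enzyme reaction at room temperature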
bIAP inhibitor – bovine intestinal alkaline phosphatase inhibitors, primary screen, selectivity assay for TNAP inhibitor project, biochemical, bovine IAP, CDP-star luminescence | alkaline phosphatase, intestinal [Bos taurus] | purified bovine IAP, 30 min | inhibition, % at 20 µM | 190,000 tested, under 10 active | AID 1019, 2008;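 active = over 50% inhibition of intestinal alkaline phosphatase at 20 µM in the single-dose screen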
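Assay system – bovine IAP enzyme · Quantity – bovine IAP at 1/65,000,000 final dilution · Detection – CDP-star luminescence signal · Times – 30 min reaction at room temperature · Also added – CDP-star substrate at 30 µM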
* = called active by the depositor.

1. COC(=O)c1ccc(Cc2ccc(C(=O)OC)o2)o1
2. CC(=O)N/N=C(\C)c1cccc(C(F)(F)F)c1
3. O=S(=O)(c1ccc(NC(=S)N/N=C/c2cccc(Oc3ccccc3)c2)cc1)N1CCOCC1
4. Cc1ccc(C)n1NC(=O)c1ccc(Cl)cc1
5. CNc1ccc(Br)cc(C(=O)/C=C/c2cccc(Cl)c2Cl)c1=O
6. CC(=O)Nc1ccc(C(=O)Nc2nc(-c3cccnc3)cs2)cc1
7. O=C(NCCc1ccccn1)C(F)(F)C(F)(F)C(F)(F)C(F)(F)C(F)(F)C(F)(F)C(F)(F)C(F)F
8. COc1ccc(NC(=O)Cn2cnc3c(cnn3-c3ccc(C)c(C)c3)c2=O)c(OC)c1
entry no.,1,2,3,4,5,6,7,8
TNAP inh hiacc,-3,0,-3,-4,3,1,1,-4
bIAP act,0.9,1,1.1,0.8,0.9,1.2,1,1
Lmaj promast,-2,-7,-3,-1,96*,14,-9,-2
TNAP inh no acc,-6,-8,-7,-22,15,-14,-3,-9
FLuc act counter,1,1,1.1,1.1,1,1,0.9,1
RAM network inh,0.3,-0.1,5.9,-0.3,0.7,2.4,-0.6,3.0
FLuc inh counter,-4,-4,-8,-10,4,0,5,-2
APP transl inh,-7,11,-25,-6,42,-19,25,3
TNAP act hi DEA,1,1,1,1,1,1,1,1
bIAP inhibitor,6,-1,-11,19,11,-19,2,-2

Numbers 3–8 from above:
3. O=S(=O)(c1ccc(NC(=S)N/N=C/c2cccc(Oc3ccccc3)c2)cc1)N1CCOCC1
4. Cc1ccc(C)n1NC(=O)c1ccc(Cl)cc1
5. CNc1ccc(Br)cc(C(=O)/C=C/c2cccc(Cl)c2Cl)c1=O
6. CC(=O)Nc1ccc(C(=O)Nc2nc(-c3cccnc3)cs2)cc1
7. O=C(NCCc1ccccn1)C(F)(F)C(F)(F)C(F)(F)C(F)(F)C(F)(F)C(F)(F)C(F)(F)C(F)F
8. COc1ccc(NC(=O)Cn2cnc3c(cnn3-c3ccc(C)c(C)c3)c2=O)c(OC)c1
entry no.,3,4,5,6,7,8
TNAP inh hiacc,-3,-4,3,1,1,-4
bIAP act,1.1,0.8,0.9,1.2,1,1
Lmaj promast,-3,-1,96*,14,-9,-2
TNAP inh no acc,-7,-22,15,-14,-3,-9
FLuc act counter,1.1,1.1,1,1,0.9,1
RAM network inh,5.9,-0.3,0.7,2.4,-0.6,3.0
FLuc inh counter,-8,-10,4,0,5,-2
APP transl inh,-25,-6,42,-19,25,3
TNAP act hi DEA,1,1,1,1,1,1
bIAP inhibitor,-11,19,11,-19,2,-2

Later entries.
9. CCn1c(C)cc2c(c1=O)C(c1ccc3c(c1)OCO3)C(C#N)=C(N)O2 (stereo not given)
10. COc1cc([N+](=O)[O-])ccc1NC(=O)Cc1ccc(C)cc1
11. CCOC(=O)c1ccc(NC(=O)N2CCN(c3ccccn3)CC2)cc1
12. COC1(NS(=O)(=O)c2ccc(Br)cc2)C(C)=CC(=O)C=C1C
13. COc1ccc(C2CC(c3ccc4ccccc4c3)=NN2C(=O)CN2C(=O)CCC2=O)cc1 (stereo not given)
14. CCNC(=O)NC(=O)C(C)Sc1nc2ccccc2n1CC(C)C (stereo not given)
15. Cc1nn(C)c(C)c1S(=O)(=O)N(CC(=O)N1CCc2ccccc2C1)c1ccc(C(C)C)cc1
16. Cc1cc2nc(Sc3c([N+](=O)[O-])nc(C)n3Cc3ccccc3)[nH]c2cc1C
entry no.,9,10,11,12,13,14,15,16
TNAP inh hiacc,6,-4,0,0,0,-3,-3,-3
bIAP act,1,0.9,0.9,1,1.4,1,1,0.9
Lmaj promast,-6,13,5,-8,19,10,47,93*
TNAP inh no acc,-2,0,-6,-3,1,6,-2,-5
FLuc act counter,1,1,1,1,1,1.1,1.1,1
RAM network inh,-0.4,3.3,3.6,1.9,3.7,1.4,5.3,0.1
FLuc inh counter,-1,-5,0,-3,-2,-8,-5,1
APP transl inh,-1,-9,-4,20,3,-14,3,8
TNAP act hi DEA,0.9,1,1,1,1,1,1,1
bIAP inhibitor,1,12,6,1,-35,3,4,9

17. Cc1ccc(C(C[N+](=O)[O-])c2c(C)[nH]n(-c3ccccc3)c2=O)cc1 (stereo not given)
18. Cc1ccc2nc(NC(=S)NC(=O)c3ccco3)sc2c1
19. Cc1[nH][nH]c(=O)c1C(c1cc([N+](=O)[O-])ccc1O)c1c(C)[nH][nH]c1=O
20. CC1(c2ccccc2)CC(C)(C)N(C(=O)c2cc([N+](=O)[O-])cc([N+](=O)[O-])c2)c2ccccc21 (stereo not given)
21. CC(C)(C)C(=O)/C=C(\N)c1ccncc1
22. COc1ccc(OCCOC(=O)c2cccc(-n3cnnn3)c2)cc1
23. O=C(CSc1nnc(-c2ccco2)o1)c1ccc(O)cc1O
24. CCC(C)NCC(=O)Nc1ccc(S(N)(=O)=O)cc1 (stereo not given)
entry no.,17,18,19,20,21,22,23,24
TNAP inh hiacc,-2,6,77*,-2,-8,-1,-5,-1
bIAP act,0.8,1,1,0.9,0.9,0.9,1.1,1
Lmaj promast,97*,40,-8,100*,-10,-1,3,-5
TNAP inh no acc,-6,20,79*,-6,-9,-10,-7,-4
FLuc act counter,1.1,0.1,1,1,1.1,1,1.1,1
RAM network inh,0.1,2.7,3.1,1.7,0.7,2.1,2.7,1.0
FLuc inh counter,-6,90*,-4,-1,-7,-3,-6,0
APP transl inh,-18,-163,-2,-6,-2,-18,-13,-12
TNAP act hi DEA,1,0.9,0.2,1,1.1,1,1,1
bIAP inhibitor,15,-2,5,10,6,14,-10,0

25. CC1CCCC(C)N1C(=O)c1ccccc1Nc1ccc(SC(F)F)cc1 (stereo not given)
26. CCOC(=O)N1CCN(Cc2nc(C3CC3)no2)CC1
27. N#Cc1ccccc1COc1ccc(/C=C/C(=O)O)cc1
28. CCOC(=O)c1ccc(NC(=O)c2ccc(NC(=O)c3ccccc3)cc2)cc1
29. CC1CC(C)CN(S(=O)(=O)c2ccc(C(C)(C)C)cc2)C1 (stereo not given)
30. Cc1ccc(-n2[nH]c(C)c(CCC#N)c2=O)cc1
31. Fc1cccc(Cl)c1CSc1nnc(CN2CCOCC2)n1-c1ccccc1
32. CC(C)Oc1cccc(C(=O)NC(=S)Nc2cccnc2)c1
entry no.,25,26,27,28,29,30,31,32
TNAP inh hiacc,-4,-6,-2,-2,-5,0,-7,1
bIAP act,1,1,1,0.8,1,0.9,0.9,0.8
Lmaj promast,-2,9,-1,-6,13,-2,2,-9
TNAP inh no acc,6,-8,1,-4,-13,-5,-9,14
FLuc act counter,1.1,1,0.8,1.1,1,1,1.1,0.7
RAM network inh,5.9,0.5,6.1,3.7,2.1,0.4,-0.2,1.9
FLuc inh counter,-10,-3,23,-7,-3,-2,-9,34
APP transl inh,4,-10,60*,-2,-7,-1,-7,-50
TNAP act hi DEA,1,1.1,1,1,1,1,1.1,1
bIAP inhibitor,-4,2,-1,17,-4,10,6,18

Entries listed above that bear a hit mark in APP transl inh:
item	SMILES	TNAP inh hiacc	bIAP act	TNAP inh no acc	RAM network inh	APP transl inh	TNAP act hi DEA	bIAP inhibitor
27	N#Cc1ccccc1COc1ccc(/C=C/C(=O)O)cc1	-2	1	1	6.1	60*	1	-1

(listing goes on)
The line under a structure holds: TNAP inh hiacc, bIAP act, Lmaj promast, TNAP inh no acc, FLuc act counter, RAM network inh, FLuc inh counter, APP transl inh, TNAP act hi DEA, bIAP inhibitor
[33] CCOc1ccc(/C=N/NC(=O)c2csc(C)c2C)c(OCC)c1
  2, 1, 7, -6, 1, 5.0, -5, 4, 1, -1
[34] COc1ccc(/C=N/Nc2cc(C)nc(-n3nc(C)cc3C)n2)cc1
  0, 0.9, 96*, -28, 1, -0.2, -2, -5, 1, 12
[35] COc1ccc(C)cc1S(=O)(=O)Nc1ccc(F)cc1
  -2, 0.9, 31, -8, 1.1, -0.4, -5, -2, 1, 7
[36] CCOC(=O)c1ccc2ncc(-c3ccccc3)nc2c1
  -4, 0.9, -5, -9, 0.3, 2.7, 74*, -139, 1, 8
[37] O=C1CCCc2c1cc(-c1ccccc1)n2-c1ccccc1
  -3, 0.9, 22, -12, 1.1, 4.9, -7, -11, 1, 8
[38] Cc1ccccc1NC(=O)c1ccc(NC(=O)C2CC(=O)OC23CCCCC3)cc1 (stereo not given)
  0, 1.1, -6, -6, 1, 1.0, -3, -21, 1, -9
[39] NC(=O)C1(N2CCCCC2)CCN(C(=S)NC2CCCC2)CC1
  -2, 1.1, 1, -2, 1, 2.3, -5, 3, 1, -6
[40] CCCCn1cnc2sc3c(c2c1=N)CCCC3
  -4, 0.9, 1, -9, 1.1, 0.4, -5, 20, 1, 8
[41] CCOC(=O)CSc1nc(Cc2ccccc2)nc2ccccc12
  -2, 1, -4, -5, 1, -1.4, -2, 7, 1, 0
[42] CCc1n[nH]c2c1C(=O)CC(C)(C)C2
  2, 0.9, -7, 51*, 1, 0.3, 0, -15, 1, 6
[43] COc1cc2ncnc(NCCc3ccccc3)c2cc1OC
  -5, 0.9, 11, -3, 1.1, -0.3, -6, 23, 1, 8
[44] COC(=O)C1=C(O)/C(=C\c2ccc(CNS(=O)(=O)c3ccccc3)o2)N=C1C
  7, 1.3, 37, -24, 1, 0.5, 2, 1, 0.9, -34
[45] Cc1cccc(N=C2NC(=O)/C(=C\c3cccs3)S2)c1
  -2, 0.9, 4, -6, 0.9, 1.6, 14, -21, 1, 15
[46] Cc1ccc(C(=O)NCC(=O)OCC(=O)/C=C2\N(C)c3ccccc3C2(C)C)cc1C
  -5, 1, 4, -9, 1, 1.8, -3, 8, 1.1, 1
[47] Cc1cc(NCC(c2ccccc2)c2ccccc2)n2ncnc2n1
  -5, 1, 0, -8, 1, 1.4, -4, 2, 1.1, -1
[48] Cc1cccc(Nc2ccc(NCc3ccccc3)nn2)c1
  3, 0.9, 3, -4, 0.9, 0.6, 8, -15, 1, 13
[49] O=C(NCC1OCCc2ccccc21)c1cc(COc2ccc(F)cc2Cl)on1 (stereo not given)
  -4, 0.9, -1, -1, 1, 5.7, -4, 4, 1, 6
[50] COC(=O)c1ccc(/C=N/NC(=O)CCSc2nc3ccccc3s2)cc1
  2, 0.8, -2, 1, 1, 1.5, -2, -2, 1, 18
[51] CC(C)c1cc(C(C)C)c(S(=O)(=O)NNC(=O)c2ccncc2)c(C(C)C)c1
  2, 1, 28, -2, 1, 0.0, -4, 2, 1, -2
[52] O=C(O)CNCC1COc2ccccc2O1 (stereo not given)
  -11, 0.9, -7, -7, 1.1, 1.2, -5, 2, 1.1, 13
[53] Cc1cc(C(=O)OCC(=O)NCc2ccc3c(c2)OCO3)c2ccccc2n1
  -2, 1, -1, -7, 1.1, 0.1, -6, -2, 1, 0
